# ABHD4 inh – inhibitors of mouse ABHD4; Q8VD66; purified mABHD4, FP-Rh probe fluorescence polarization; inhibition, % at 8.92 µM; actives 0.54% (n = 370,000); AID 720543;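 active means inhibition exceeding the mean over every tested compound plus 3 SD, cut at about 30% in these data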;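 further: 0% = plate median of compound wells and 100% = S159A mutant with DMSO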
#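 System: mouse ABHD4 enzyme, wild type / Medium: HEPES pH 7.0, NaCl, Pluronic buffer / Reagent: FP-Rh activity-based fluorescent probe / Control set: S159A mutant high control, sample median low control / Detection: fluorescence polarization with parallel and perpendicular emission, 525/598 nm / Schedule: 45 min + 60 min at 25 °C / Compound dosing: 8.92 µM, single dose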
# rCAG binder – molecules binding r(CAG) RNA repeats; r(CAG) RNA repeat, TO-PRO-1 dye displacement fluorescence; inhibition, % at 3 µM; actives 1.3% (n = 370,000);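 active means inhibition above the plate cutoff, the mean of all test compounds on that plate plus 3 SD, cut at about 35% in these data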;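 further: 0% = DMSO alone and 100% = 100 µM mitoxantrone as full dye displacement; higher means more dye released from RNA so lower well fluorescence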
# GC-B act – GC-B (human) receptor activation | HEK293-GC-B cells, CNP EC30, cGMP TR-FRET; 0% at EC30 CNP, 100% saturating CNP | actives 0.11% (n = 370,000) | P20594 | activation, % at 10 µM;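 active means activation at 10 µM reaching about 35% in either raw or pattern-adjusted values, limit read from the data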
# ARFGAP1 inh – inhibitors of rat ARFGAP1 | Q62848 | Arfgap1-stimulated ARF1 GTP hydrolysis, GDP FP detection | inhibition, % at 16.5 µM | actives 0.26% (n = 360,000) | AID 651572;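 active means inhibition above a per-plate limit, mean inhibition of low control wells plus 3 SD, cut at about 25% in these data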;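 further: 0% = DMSO wells with enzyme and 100% = wells lacking Arfgap1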
# Target sequence (Q62848 1-136 limits assumed): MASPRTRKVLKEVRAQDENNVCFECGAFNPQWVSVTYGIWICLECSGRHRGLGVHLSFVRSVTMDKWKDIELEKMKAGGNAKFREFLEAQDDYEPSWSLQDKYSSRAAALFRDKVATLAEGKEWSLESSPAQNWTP
#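 Repeats: one replicate per compound; assay system: rat Arfgap1 catalytic domain, aa 1-136; times: enzyme reaction 120 min at 25 °C after 20 min preincubation; detection: FP of antibody-bound GDP Alexa 633 tracer, ex 620/em 688 nm; benchmarks: high control wells lacking Arfgap1, low control full reaction with DMSO; reagent: human ARF1(Δ1-17)-GTP substrate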
# GC-A act – GC-A (human) enzyme activation; P16066; HEK293 GC-A cells, cGMP TR-FRET, EC30 ANP; 0% at EC30 ANP, 100% saturating ANP; activation, % at 10 µM; actives 0.14% (n = 370,000); AID 1671463; in the data active means activation above about 40%
# ASAP1 inh – blocks human ASAP1-stimulated Arf1 GTP hydrolysis; GDP FP detection; inhibition, % at 16.5 µM; actives 0.19% (n = 360,000); in the data active means inhibition above about 25%;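 further: 0% = vehicle with enzyme and substrate and 100% = no enzyme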
# SMARCA2 act – increases SMARCA2 function in MMTV reporter cells | AID 652017 | activation, % at 9.1 µM | actives 1% (n = 370,000) | MG213 cells, MMTV-luciferase reporter, dexamethasone, overnight; in the data active means activation above about 7.8%;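 further: 0% = vehicle wells and 100% = reference activator wells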
# PG9 Ab binder – PG9 antibody binding by small molecule. TR-FRET gp120-PG9 antibody binding. inhibition, % at 6.7 µM. actives 0.43% (n = 360,000). AID 624416; in the data active means inhibition above about 8.5%
# NR1D1 modulator – modulates human Rev-erb alpha binding to DNA; activity, % at 10 µM; actives 0.79% (n = 370,000); P20393; AID 1259318; Rev-erbα–FITC-DNA binding, fluorescence polarization, 90 min;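 active means activity above about 14%, limit read from the data; passing the limit was not always enough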;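 further: 0% = DMSO wells with 35 nM protein and 100% = DMSO wells with 750 nM protein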
# Target sequence (P20393 whole entry, looked up): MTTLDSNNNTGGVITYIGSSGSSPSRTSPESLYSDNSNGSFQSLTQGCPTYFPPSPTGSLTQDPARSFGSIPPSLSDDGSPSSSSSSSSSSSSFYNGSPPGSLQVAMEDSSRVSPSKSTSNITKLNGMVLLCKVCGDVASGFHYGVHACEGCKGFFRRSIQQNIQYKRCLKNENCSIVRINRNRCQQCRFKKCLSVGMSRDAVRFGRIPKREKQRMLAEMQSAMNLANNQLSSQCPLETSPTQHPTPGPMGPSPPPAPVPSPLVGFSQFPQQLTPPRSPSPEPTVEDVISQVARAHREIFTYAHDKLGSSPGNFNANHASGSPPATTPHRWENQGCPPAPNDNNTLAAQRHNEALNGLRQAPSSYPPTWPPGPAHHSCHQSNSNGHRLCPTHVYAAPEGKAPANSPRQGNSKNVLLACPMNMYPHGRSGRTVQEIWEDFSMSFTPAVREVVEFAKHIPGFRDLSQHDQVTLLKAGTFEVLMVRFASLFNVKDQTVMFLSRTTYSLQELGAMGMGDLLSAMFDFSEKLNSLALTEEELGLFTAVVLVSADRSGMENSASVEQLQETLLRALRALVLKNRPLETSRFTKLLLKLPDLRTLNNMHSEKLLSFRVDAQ
# HTRA1 inh – blocks human HTRA1 serine peptidase; recombinant HTRA1, FP-rhodamine activity-based probe, fluorescence polarization; actives 0.5% (n = 340,000); Q92743; inhibition, % at 5.96 µM; in the data active means inhibition above about 36%;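 further: 0% = enzyme with DMSO and 100% = wells lacking enzyme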
# Active calls of the source: *; . = not tested or not shown.
SMILES,ABHD4 inh,rCAG binder,GC-B act,ARFGAP1 inh,GC-A act,ASAP1 inh,SMARCA2 act,PG9 Ab binder,NR1D1 modulator,HTRA1 inh
N#Cc1ccccc1NC(=S)NC(=O)c1cccs1,0,2,-1,-5,2,-3,3,1.5,10,9
Cc1ccc(C)c(NC(=O)c2cc(-c3ccccc3O)n[nH]2)c1,-7,9,7,-3,16,9,0,-0.9,1,-34
O=C1CC(NS(=O)(=O)c2cc(F)ccc2F)CN1c1ccc2c(c1)OCCO2 (stereo unspecified),-13,2,2,-6,4,1,1,0.9,9,3
COCCCNC(=S)NNC(=O)c1cccnc1,4,-2,3,4,6,-13,1,-1.0,0,-1
O=C(CC(c1ccccc1)c1ccccc1)NCC(O)c1ccc([N+](=O)[O-])cc1 (stereo unspecified),-7,4,-6,-5,-6,16,-2,-1.6,-1,-15
O=C(NC(=S)Nc1ccccc1Br)c1cccnc1,-5,-2,-1,11,1,2,-2,-0.1,5,-2
COc1cccc(NC(=O)Nc2nnc(-c3ccccc3SCc3ccccc3)s2)c1,-8,9,-1,7,6,6,1,-0.9,1,-10
Cc1ccc(Nc2ncnc3c2cnn3C)c(C)c1,3,-2,4,9,-18,-15,-1,-2.2,-2,4
Cc1ccccc1-c1nc2ccccc2c(=O)o1,4,4,7,-2,-1,4,0,-0.1,-2,-37
COc1cc(NC(=O)COc2cc(C)cc3oc(=O)c(C)c(C)c23)cc(OC)c1OC,2,2,-3,17,-1,-4,-1,0.2,11,3
COC(=O)C1CCN(C(=O)Cn2nnc(-c3cccc(F)c3)n2)CC1,2,-4,3,5,2,0,-2,0.4,1,4
COC(=O)[C@@]12CCCCC=C1N(CCc1ccc(Cl)cc1)C(=O)[C@H]2CC(=O)NCc1ccc(OC)c(OC)c1,-1,8,8,.,-1,.,0,.,2,.
O=C(Nc1nccs1)c1cccc2ccccc12,-4,-1,6,3,-5,-7,-1,-0.6,-2,-4
Cc1ccn2c(CNCC3OCCc4ccccc43)c(C(=O)N3CCCCCC3)nc2c1 (stereo unspecified),10,-10,3,-4,0,9,-1,-0.6,-2,1
CN(C(=O)COC(=O)COc1ccc2c(c1)CCC2)c1c(N)n(Cc2ccccc2)c(=O)[nH]c1=O,3,-13,0,5,0,-2,0,0.5,-4,-4
CCOc1ccc(OCC(=O)N(CCC2=CCCCC2)c2c(N)n(Cc3ccccc3)c(=O)[nH]c2=O)cc1,-2,-1,-1,5,4,-10,-1,0.5,5,-3
Cc1cc(NC(=O)CCC(=O)N(Cc2ccco2)C(C(=O)NC2CCCC2)c2ccccc2C)no1 (stereo unspecified),-8,-3,-2,12,-2,-2,-4,0.6,0,-11
O=C(Cc1cccc(C(F)(F)F)c1)Nc1ccccc1N1CCCC1,-1,-7,1,6,0,2,1,-1.1,-2,-2
CC1CN(C(=O)Cn2c(=O)oc3ccccc32)CC(C)O1 (stereo unspecified),1,0,5,8,4,1,-2,-0.8,-4,-1
O=C(CSc1n[nH]c(-c2ccncc2)n1)c1ccccc1,13,0,-6,2,0,3,-4,-0.5,-4,9
CNc1nc(C)c(C(=O)OCC(=O)OC)s1,-2,-2,1,-5,4,-1,0,-0.6,1,0
Clc1ccccc1/C=N/NC1=Nc2cccc3cccc1c23,1,8,-11,-4,-11,-10,7,-2.2,13,-7
COC(=O)c1[nH]c2cccc(OC)c2c1NC(=O)CCN1CC(C)CC(C)C1 (stereo unspecified),1,0,1,10,-2,-9,1,-3.2,0,1
O=C(OCC(=O)N1CCc2ccccc21)[C@@H]1CC(O)CN1S(=O)(=O)c1ccc(Cl)cc1 (stereo partly specified),-10,0,-8,-3,-1,-4,7,-0.1,-5,2
COc1ccc(-c2cc(C(F)(F)F)n3nc(C(=O)N4CCOCC4)c(Cl)c3n2)cc1,3,-5,7,-5,10,-4,0,-0.6,-2,1
O=C(Nc1ccccn1)c1ccc(Cl)c([N+](=O)[O-])c1,1,0,-1,-14,-5,-6,-1,1.6,2,.
CC[C@@H](C)C(C(=O)N1CCN(C(=O)OC(C)(C)C)CC1)n1cc(-c2cn([C@@H](C)C(=O)N3CCN(C(=O)OC(C)(C)C)CC3)nn2)nn1 (stereo partly specified),-10,3,10,-1,-3,-4,2,0.0,-3,4
CC(C)Oc1cc(O)c2c(=O)c(-c3ccc(O)cc3)coc2c1,-10,11,-2,-4,-9,-6,1,0.6,-1,-25
Cn1cccc1C(=O)NCC(c1ccco1)N1CCCCC1 (stereo unspecified),-4,1,-4,11,2,-7,1,1.3,11,-4
CC(C)(C)NC(=O)c1sccc1C(=O)O,2,-2,2,0,2,-6,-2,0.8,2,0
Cc1ccc(CN2CCN(/N=C/C(Br)=C\c3ccccc3)CC2)cc1,-4,-8,0,-7,-3,-3,-3,-2.6,3,.
N#CC(=C1C=C(Br)C(=NO)C=C1Cl)c1cccc2ccccc12,0,28,1,-16,-4,6,4,0.7,7,-4
O=C(COc1ccc2c(c1)oc(=O)c1ccccc12)NCCN1CCOCC1,-2,-1,-9,19,-11,-2,1,-0.2,4,-2
CC(NC(=O)C(C)N1CCN(Cc2ccccc2)CC1)c1ccccc1 (stereo unspecified),-2,-1,-2,-8,-1,7,-2,0.6,-3,3
Cc1cc(C)n2nc(C(=O)NCc3ccco3)cc2n1,-1,-1,-2,18,4,-4,-4,1.8,-2,-1
O=C(CC1C(=O)NCCN1Cc1ccc(-c2ccccc2)cc1)NCc1ccncc1 (stereo unspecified),8,-6,5,-4,4,6,-2,-0.4,-6,-4
O=C(CN1CCOCC1)N/N=C/c1ccc(C(=O)O)cc1,-4,-2,6,3,3,7,-2,0.8,0,7
O=C(N/N=C/c1ccc(F)cc1)c1ccccc1,-3,5,3,2,3,-5,3,-1.8,3,10
CCC1=C2CC[C@H]3C(=O)NC(=O)[C@H]3[C@H]2[C@@]2(Cc3ccccc3)C(=NCC(=O)OC)OC(=O)N2C1=O,-2,0,-5,-13,1,2,0,-2.1,2,-4
CNCC(=O)N1CCN(c2ncc(C(F)(F)F)cc2Cl)CC1,4,-2,2,-6,-2,-11,-2,-1.0,-4,0

# A second format for some results above:
# Screens in order – ABHD4 inh, rCAG binder, GC-B act, ARFGAP1 inh, GC-A act, ASAP1 inh, SMARCA2 act, PG9 Ab binder, NR1D1 modulator, HTRA1 inh
CC(C)Oc1cc(O)c2c(=O)c(-c3ccc(O)cc3)coc2c1
    -10, 11, -2, -4, -9, -6, 1, 0.6, -1, -25
Cn1cccc1C(=O)NCC(c1ccco1)N1CCCCC1 (stereo unspecified)
    -4, 1, -4, 11, 2, -7, 1, 1.3, 11, -4
CC(C)(C)NC(=O)c1sccc1C(=O)O
    2, -2, 2, 0, 2, -6, -2, 0.8, 2, 0
Cc1ccc(CN2CCN(/N=C/C(Br)=C\c3ccccc3)CC2)cc1
    -4, -8, 0, -7, -3, -3, -3, -2.6, 3, .
N#CC(=C1C=C(Br)C(=NO)C=C1Cl)c1cccc2ccccc12
    0, 28, 1, -16, -4, 6, 4, 0.7, 7, -4
O=C(COc1ccc2c(c1)oc(=O)c1ccccc12)NCCN1CCOCC1
    -2, -1, -9, 19, -11, -2, 1, -0.2, 4, -2
CC(NC(=O)C(C)N1CCN(Cc2ccccc2)CC1)c1ccccc1 (stereo unspecified)
    -2, -1, -2, -8, -1, 7, -2, 0.6, -3, 3
Cc1cc(C)n2nc(C(=O)NCc3ccco3)cc2n1
    -1, -1, -2, 18, 4, -4, -4, 1.8, -2, -1
O=C(CC1C(=O)NCCN1Cc1ccc(-c2ccccc2)cc1)NCc1ccncc1 (stereo unspecified)
    8, -6, 5, -4, 4, 6, -2, -0.4, -6, -4
O=C(CN1CCOCC1)N/N=C/c1ccc(C(=O)O)cc1
    -4, -2, 6, 3, 3, 7, -2, 0.8, 0, 7
O=C(N/N=C/c1ccc(F)cc1)c1ccccc1
    -3, 5, 3, 2, 3, -5, 3, -1.8, 3, 10
CCC1=C2CC[C@H]3C(=O)NC(=O)[C@H]3[C@H]2[C@@]2(Cc3ccccc3)C(=NCC(=O)OC)OC(=O)N2C1=O
    -2, 0, -5, -13, 1, 2, 0, -2.1, 2, -4
CNCC(=O)N1CCN(c2ncc(C(F)(F)F)cc2Cl)CC1
    4, -2, 2, -6, -2, -11, -2, -1.0, -4, 0

# (cont.)
SMILES,ABHD4 inh,rCAG binder,GC-B act,ARFGAP1 inh,GC-A act,ASAP1 inh,SMARCA2 act,PG9 Ab binder,NR1D1 modulator,HTRA1 inh
CCOC(=O)Cn1c2c(c(-c3ccccc3OC)cc1=O)CCCC2,-1,-1,-6,-12,-8,-2,-1,4.2,3,-8
CCOc1ccccc1NC(=O)Cn1nnc(C(=O)Nc2ccc(C)cc2)c1N,-4,5,2,-7,22,-5,-1,0.8,-2,-4
C[C@H]1CCCN1c1ccc2c(c1)O[C@H]1CCN(C1)S2(=O)=O,17,5,10,.,0,.,-1,.,-2,.
O=C(N[C@@H](Cc1ccccc1)C(=O)OCc1ccccc1)c1nc[nH]c1C(=O)NC(c1ccccc1)c1ccccc1,-45,9,3,17,2,15,1,-2.2,-6,-30
O=C1NN=C2CCCCCC12 (stereo unspecified),-1,1,3,-9,1,-2,0,0.1,7,10
O=C1CCC2=C(CCCC2=O)N1,1,-1,-1,3,-2,-11,-3,0.5,-5,1
COc1cc(/C=N/NC(=O)CNc2n[nH]c(=O)[nH]c2=O)ccc1O,4,0,-1,2,-3,-12,-2,-2.0,5,0
O=C(COc1ccc(/C=N/NS(=O)(=O)c2ccccc2)cc1)N1CCOCC1,2,0,3,-22,2,7,-1,-1.3,-4,2
COc1ccc(-c2nc3ccccc3c(=O)n2Cc2ccccc2)cc1COc1ccc(NC(C)=O)cc1,2,.,0,.,-4,.,.,.,-3,.
CCN1C(=O)[C@H]2[C@@H](c3ccc(C(F)(F)F)cc3)N[C@]3(CCCN(Cc4ccccc4)C3=O)[C@H]2C1=O,9,-1,-1,2,-2,-8,-5,-1.6,-3,0
CCCCn1c(N)c(N(CCOC)C(=O)c2ccc(S(=O)(=O)N3CCCCC3)cc2)c(=O)[nH]c1=O,-4,4,3,-6,3,-4,-3,-0.8,3,3
O=C(Nc1cccn(Cc2cccc(F)c2)c1=O)NC1CCCCC1,1,-5,0,-2,3,2,-3,-2.2,-1,-1
CC(C)CCNC(=O)C(c1ccncc1)N(C(=O)Cn1nnc(-c2ccc(F)cc2)n1)c1ccccc1F (stereo unspecified),4,0,-6,3,1,8,-1,1.3,0,-15

# Assay outcomes as filed in PubChem.
